Source: PubChem BioAssay (several laboratories)
SUMO1-SIM PPI = alters human SUMO1 binding to SIM partners; AID 602429; inhibition, % at 20 µM; SUMO1 binding to a labelled peptide, TR-FRET, 1 h; 360,000 tested, 0.33% active; P63165; in the data active = inhibition above about 37%
LMPTP inh = blocks human LMPTP phosphatase; AID 651560; inhibition, % at 20 µM; P24666; recombinant LMPTP-A, OMFP fluorogenic substrate, fluorescence intensity; 360,000 tested, 0.22% active;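 active = compounds that cut the enzyme signal by at least half of the control window in the single-dose screen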;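 note: plate controls were DMSO wells with enzyme plus substrate for no effect and substrate without enzyme for full effect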
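Test system: LMPTP-A, protein tyrosine phosphatase of low molecular weight; Input: 0.625 nM enzyme; Incubation: 50 min dark incubation at room temperature; Signal: endpoint fluorescence intensity from OMFP dephosphorylation; Read-out basis: % inhibition versus control wells.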
Rin1-Abl PPI inh = human Rin1-Abl interaction inhibition; P00519+Q13671; TR-FRET Rin1/Abl binding, biochemical; inhibition, % at 7.35 µM; 360,000 tested, 0.4% active; in the data active = inhibition above about 5%, passing the limit was not always enough
Scp1 inh = Scp-1 (human) phosphatase inhibition; inhibition, % at 20 µM; Recombinant Scp1, phosphopeptide, malachite green phosphate absorbance; Q9GZU7; 340,000 tested, 0.88% active; AID 493091;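 active = inhibition above about 50% at 20 µM, limit read from the data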;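 note: plate controls were DMSO wells with enzyme for no effect and wells lacking enzyme for full effect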
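Times: enzyme reaction 45 min at room temperature, colour 5 min, stabilisation 30 min. Material: SCP-1 catalytic fragment, aa 76-261. Medium: Acidic Tris acetate buffer with magnesium and detergent. Signal: colorimetric free-phosphate detection, absorbance 630 nm. Read-out basis: % inhibition of SCP-1 phosphate liberation. Reagent: Phosphorylated 17-residue peptide substrate.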
CSN deneddyl inh = CSN deneddylation inhibition; AID 651999; Purified CSN, SCF-Nedd8-OG deneddylation, fluorescence polarization; Q92905; inhibition, % at 12.5 µM; 360,000 tested, 0.38% active;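 active = pattern-corrected inhibition above about 35%, with an unprinted fluorescence ratio check between 0.5 and 1.5, limit read from the data, passing the limit was not always enough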;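 note: 0% = enzyme with substrate and 100% = substrate without enzyme; some results filed as inactive read as strong as hits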
Target sequence (Q92905 whole entry, looked up, one chain of several): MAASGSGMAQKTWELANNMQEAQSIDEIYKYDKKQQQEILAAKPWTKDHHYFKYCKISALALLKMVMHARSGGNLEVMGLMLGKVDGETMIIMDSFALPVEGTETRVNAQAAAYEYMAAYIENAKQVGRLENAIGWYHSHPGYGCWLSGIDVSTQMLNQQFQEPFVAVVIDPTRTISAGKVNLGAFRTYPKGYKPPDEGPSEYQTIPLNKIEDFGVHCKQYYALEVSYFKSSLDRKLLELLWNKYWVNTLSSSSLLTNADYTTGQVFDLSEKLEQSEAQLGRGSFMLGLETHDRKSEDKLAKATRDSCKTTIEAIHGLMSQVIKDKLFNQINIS
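Material: human Csn5 produced in HEK293T cells; Input: enzyme 0.24 nM; Reagent: SCFSkp2-Nedd8OG substrate at 10 nM final; Dosing: 12.5 µM compound; Incubation: 90 min reaction at room temperature; Detection: fluorescence polarization of the substrate; Evaluation: % inhibition of substrate cleavage by Csn5; Control set: substrate-only high control, full reaction low control.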
Neddylation inh = blocks human cullin neddylation; AID 651699; calls only at 25 µM; P61081+Q13564; TR-FRET cullin neddylation, biochemical; 360,000 tested, 0.58% active; in the data active = inhibition above about 36%
Target sequence (P61081 whole entry, looked up): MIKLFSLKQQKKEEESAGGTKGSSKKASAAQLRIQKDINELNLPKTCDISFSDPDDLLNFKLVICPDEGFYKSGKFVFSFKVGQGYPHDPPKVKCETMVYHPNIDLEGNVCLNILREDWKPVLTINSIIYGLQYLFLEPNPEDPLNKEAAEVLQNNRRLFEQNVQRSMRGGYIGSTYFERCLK
Target sequence (Q13564 whole entry, looked up): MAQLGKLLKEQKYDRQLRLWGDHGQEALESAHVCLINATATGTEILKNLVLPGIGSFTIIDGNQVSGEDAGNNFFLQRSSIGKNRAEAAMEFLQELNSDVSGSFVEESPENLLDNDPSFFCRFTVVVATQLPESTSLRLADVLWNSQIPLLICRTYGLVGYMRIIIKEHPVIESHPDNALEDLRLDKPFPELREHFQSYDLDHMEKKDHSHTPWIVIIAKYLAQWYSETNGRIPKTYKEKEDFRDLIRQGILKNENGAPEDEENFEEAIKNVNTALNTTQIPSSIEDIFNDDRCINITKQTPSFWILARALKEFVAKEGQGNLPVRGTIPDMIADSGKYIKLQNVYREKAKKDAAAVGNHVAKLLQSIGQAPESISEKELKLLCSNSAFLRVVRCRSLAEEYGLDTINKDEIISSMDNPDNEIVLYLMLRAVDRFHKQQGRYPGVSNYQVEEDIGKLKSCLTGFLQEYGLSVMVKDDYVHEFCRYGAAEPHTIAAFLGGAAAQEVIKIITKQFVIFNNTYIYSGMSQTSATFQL
DNMT1 inh = DNMT1 (human) enzyme inhibition | P26358 | DNMT1 molecular beacon, Hinp1I cleavage, fluorescence | inhibition (reported as % activation of signal), % at 10 µM | 360,000 tested, 0.83% active; in the data active = inhibition above about 50%
NadD inh = blocks S. aureus nicotinate mononucleotide adenylyltransferase. purified NadD enzyme, colorimetric absorbance read-out. inhibition, % at 20 µM. 360,000 tested, 0.78% active. AID 602399; in the data active = inhibition above about 26%; note: some compounds past the cut are filed as inactive
Rpn11 inh = inhibitors of human proteasome Rpn11 | 360,000 tested, 0.59% active | human 26S proteasome, Ub4-pepOG fluorescence polarization; 20S core pre-blocked with epoxomicin | AID 588493 | O00487 | calls only at 20 µM;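 active = inhibition at 20 µM, scaled to each plate's controls, above about 33%, limit read from the data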
STEP block = STEP (human) phosphatase inhibition | P54829 | recombinant STEP, OMFP fluorogenic substrate, fluorescence | inhibition, % at 20 µM | 360,000 tested, 0.25% active | AID 588621;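 active = inhibition at 20 µM, scaled per plate between control wells, above about 37%, limit read from the data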;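 note: 0% = DMSO with enzyme and substrate and 100% = substrate only without enzyme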
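System: isolated STEP enzyme; schedule: 20 min enzyme reaction at room temperature, protected from light; medium: Bis-Tris buffer pH 6.0, 2.5 mM DTT, 0.005% Tween 20; signal: fluorescence, 480/540 nm; dosing: single compound dose of 20 µM, 1% DMSO final; also added: OMFP substrate, 25 µM final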
An asterisk follows results filed as active; i = inactive; / = not tested or not shown. No enrichment for hits; any-hit rate near 3.8%.

The opening 4 records, ahead of the listing:
SMILES	SUMO1-SIM PPI	LMPTP inh	Rin1-Abl PPI inh	Scp1 inh	CSN deneddyl inh	Neddylation inh	DNMT1 inh	NadD inh	Rpn11 inh	STEP block
COc1cccc(C(=O)/C(C#N)=N/Nc2cccc(-c3ccnc(C)n3)c2)c1	-3	1.4	-3	-11	-4	i	-2	2	i	0
COC(=O)CSc1nsc(SCC(=O)OC)n1	-3	-1.6	2	0	2	i	-1	2	i	-2
Cc1cc(NC(=O)c2ccc(Cl)cc2Cl)no1	3	-1.9	0	9	2	i	2	1	i	-1
Cc1sc(NC(=O)c2c(F)cccc2F)nc1-c1ccccc1	3	0.4	-1	-3	0	i	0	-4	i	1

The whole of this part (from the top)
SMILES	SUMO1-SIM PPI	LMPTP inh	Rin1-Abl PPI inh	Scp1 inh	CSN deneddyl inh	Neddylation inh	DNMT1 inh	NadD inh	Rpn11 inh	STEP block
COc1cccc(C(=O)/C(C#N)=N/Nc2cccc(-c3ccnc(C)n3)c2)c1	-3	1.4	-3	-11	-4	i	-2	2	i	0
COC(=O)CSc1nsc(SCC(=O)OC)n1	-3	-1.6	2	0	2	i	-1	2	i	-2
Cc1cc(NC(=O)c2ccc(Cl)cc2Cl)no1	3	-1.9	0	9	2	i	2	1	i	-1
Cc1sc(NC(=O)c2c(F)cccc2F)nc1-c1ccccc1	3	0.4	-1	-3	0	i	0	-4	i	1
CCN(CC)C(=O)C1=C(C)N(CCCN2CCCC2=O)C(=O)C(CC(=O)NCC2CCCCC2)C1 (stereo not drawn)	2	-1.4	-4	/	0	i	8	6	i	1
CC(=O)OCn1nnc2ccccc2c1=O	-1	-0.9	0	0	-1	i	-1	-1	i	-2
Nc1cc(=O)[nH]c(SCC(=O)Nc2cccnc2Cl)n1	-4	0.2	0	-2	3	i	4	6	i	-2
COc1ccc(C(=O)Nc2nncs2)cc1S(=O)(=O)N1CCOCC1	9	-2.2	-5	-5	1	i	0	-7	i	0
CCCCCCn1c(=O)n2n(c1=O)C[C@]1(OC(=O)NC3CC3)CN(S(=O)(=O)c3ccc(C)cc3)C[C@]1(O)C2	13	0.1	0	/	2	i	4	-5	i	2
CCN(CC)C(=O)CN(c1cc2c(cc1OC)oc1ccccc12)S(=O)(=O)c1ccc(C)cc1	-1	6.5	-2	-13	-1	i	-11	2	i	1
CC1(C)Cc2c(cnn2-c2ccccc2)C(NC(=O)CCCn2cncn2)C1 (stereo not drawn)	-2	-0.4	2	-2	-2	i	2	2	i	-3
Cc1cccc(C)c1NC(=O)CN(C)C(=O)c1ccc(NS(=O)(=O)c2ccc3[nH]c(=O)[nH]c3c2)cc1	-2	-1.0	1	-5	-1	i	1	2	i	-1
O=S(N1CCCCC1)C12CC3CC(CC(C3)C1)C2 (stereo not drawn)	0	-1.0	1	-3	4	i	9	7	i	1
COc1ccc(S(=O)(=O)N2CCN=C2SCc2cccc(C)c2)cc1	5	4.5	3	1	1	i	-2	3	i	0
CC(=O)Nc1ccc(C(=O)OCC(=O)Nc2c(F)cccc2F)cc1	0	-1.3	-3	-11	0	i	0	-6	i	-4
CCOc1ccc(C=NC23CN4CN(CN(C4)C2)C3)cc1	3	-3.7	3	2	-1	i	3	-2	i	1
COc1cc(/C=N\NC(C)=O)ccc1OC/C=C/c1ccccc1	-4	1.2	-2	-9	0	i	-1	-1	i	4
CCN(CC)C1Oc2cc3c(cc2C(c2cccc(OC)c2O)C1C)OCO3 (stereo not drawn)	16	2.1	3	1	-1	i	-10	-4	i	4
COc1ccc2ccc(O)c(CN3CCN(S(=O)(=O)c4cc([N+](=O)[O-])ccc4C)CC3)c2c1	-8	-0.2	3	6	1	i	-3	12	i	-1
COc1ccccc1C(=O)NC(=O)COC(=O)CNC(=O)c1ccc(Cl)cc1Cl	7	-1.3	0	0	1	i	1	-1	i	0
CCc1noc(C)c1C(=O)N1CCN(S(=O)(=O)c2cccc(C(F)(F)F)c2)CC1	-6	-7.1	-1	-9	-2	i	5	1	i	4
CC1=CC2=NC(=O)/C(=C\c3ccc(-c4cccc(Cl)c4)o3)C(=N)N2O1	13	13	-2	-8	17	/	28	11	i	1
Cc1cccc(-c2nc(CS(=O)CC(=O)NCc3cccs3)c(C)o2)c1 (stereo not drawn)	4	-1.1	-2	-1	3	i	5	-9	i	-5
CCN(CC(=O)NC1CCS(=O)(=O)C1)S(=O)(=O)c1c(C)c(C)cc(C)c1C (stereo not drawn)	2	-0.9	-3	-4	4	i	1	2	i	-1
CCn1c(CNC(=O)c2ccccc2Br)nnc1SCC(=O)NC1=NCCS1	4	-1.0	-4	-5	3	i	-1	-4	i	0
CN(c1ccc(O)cc1)S(=O)(=O)c1ccc2ccccc2c1	-1	0.5	-1	-319	0	i	-2	-15	i	0
CN(C)c1cccc2c(S(=O)(=O)NCc3ccc(S(N)(=O)=O)cc3)cccc12	-10	-1.2	-1	-9	4	i	-2	-4	i	-2
O=C1NC(=O)C(=Cc2ccco2)S1	-11	0.3	0	5	5	i	16	0	i	1
O=C(COc1ccc(S(=O)(=O)NC2CCCCC2)cc1Cl)NCc1ccc2c(c1)OCO2	-4	0.3	-1	-4	5	i	-9	0	i	-2
CN1C(=O)N(CC(=O)Nc2sccc2C(N)=O)C(=O)C12CCCCC2	11	6.3	5	-2	0	i	0	7	i	0
CC(NC(=O)c1ccccc1Br)c1nnc(SCC(=O)NC2CCCCC2)n1C (stereo not drawn)	-1	-0.4	1	-5	2	i	4	-9	i	0
CCOC(=O)[C@@H]1[C@H]2COc3cc(OC)ccc3[C@@H]2N2C(=O)N(c3ccc(Cl)cc3)C(=O)[C@]12C	0	2.3	0	-10	-4	i	-8	-2	i	1
NS(=O)(=O)c1ccc(CCNc2nc(CN3CCCCC3)nc3sc4c(c23)CCC4)cc1	-1	1.0	0	3	2	i	-5	4	i	0
CCOC(=O)[C@@H]1[C@H]2COc3ccc(Br)cc3[C@@H]2N2C(=O)N(c3ccc(OC)cc3)C(=O)[C@@]12C	3	0.2	0	-18	3	i	2	-15	i	1
Cc1ccccc1C1c2[nH]c3ccccc3c2C[C@H]2C(=O)N(c3ccccc3C(=O)NCCCN3CCOCC3)C(=O)N12 (stereo partly drawn)	1	-1.4	2	4	5	i	-8	3	i	4
Cc1ccc(S(=O)(=O)NCCC(=O)NCC(c2cccs2)N(C)C)cc1 (stereo not drawn)	0	-3.4	3	-4	1	i	1	-5	i	-2
CCOC(=O)Cn1c(=O)oc2ccc(C)cc21	2	-1.4	3	-8	-3	i	1	-4	i	-3
Cn1c(N)c(C#N)c2c(c1=S)CSC(C)(C)C2	-4	-0.8	-4	-2	2	i	-16	4	i	2
CCOC(=O)N1CCN(C(=O)c2ccc3c(=O)n(CCc4ccc(OC)c(OC)c4)c(=O)[nH]c3c2)CC1	-2	-1.0	4	-3	-3	i	1	-2	i	0
COc1ccccc1-c1nn(Cc2ccccc2)cc1C(=O)NCC(c1ccco1)N1CCCC1 (stereo not drawn)	-1	-1.7	0	1	-2	i	-23	-2	i	1
O=C(Nc1ccc(Cl)cc1F)c1cc(S(=O)(=O)N2CCCCC2)ccc1F	-5	-2.4	-1	-5	-4	i	3	1	i	-3
O=C1NC[C@H](CCCCN2C[C@H](Cc3ccc(O)cc3)N(Cc3ccccc3)C(=O)C2=O)N(CCc2ccccc2)C1=O	-1	-0.8	/	/	-2	i	/	12	/	/
Cc1cccnc1NC(=O)c1sc2ccccc2c1Cl	-6	0.0	2	0	1	i	1	-2	i	1
CC1=C(C(=O)N(C(C)C)C(C)C)CC(CC(=O)NC2CCCCC2)C(=O)N1Cc1ccc(F)cc1 (stereo not drawn)	-4	-1.1	5	/	1	i	3	0	i	1
CCc1nc2c(OCCOc3ccc(F)cc3)cccn2c1N(C)C(=O)c1ccco1	2	-1.3	-5	/	4	i	-4	4	i	4
Cc1cc(C(=O)Cn2cnc3ccc(Cl)cc3c2=O)c(C)n1C1CC1	0	1.8	2	-5	-6	i	-3	-2	i	-1
COc1cccc(OCC(O)CN2CCc3ccccc3C2)c1 (stereo not drawn)	3	0.6	-2	1	-2	i	-2	-12	i	0
O=C1c2cccc([N+](=O)[O-])c2C(=O)N1c1ccccc1	-6	-0.4	-3	1	5	i	1	-2	i	17
CCCCSc1nnc(-c2c[nH]c3ccccc23)n1C	4	0.5	3	5	-1	i	5	3	i	1
Cc1ccc(NC(=O)COC(=O)COc2cccc3c2OC(C)(C)C3)cc1S(=O)(=O)N1CCOCC1	4	1.9	0	-12	-3	i	-1	-2	i	2
CCCCN(CC)CCCNC(=O)CS(=O)(=O)Cc1nc(-c2cccc(OC)c2)oc1C	0	-0.4	-3	-11	-2	i	-4	-2	i	-2
O=C(NCCO)c1nc(NCCO)c2ccccc2n1	2	-0.6	-3	-2	0	i	0	-4	i	0
CC1Cc2ccccc2N1C(=O)C12CCC(C)(C(=O)C1)C2(C)C (stereo not drawn)	-1	2.0	3	-13	0	i	1	-4	i	6
COc1ccc(N(C(=O)Cc2cccs2)C(C(=O)NC2CCCCC2)c2cccn2C)cc1OC (stereo not drawn)	-1	-2.2	-1	-3	3	i	-4	0	i	1
Nc1nc(NC(=O)Cc2ccccc2)nn1-c1ccccc1	1	-0.6	-3	-2	-4	i	1	1	i	0
O=C(Nc1ccc(F)c(Cl)c1)c1ccc2nc([C@@H]3O[C@H](CO)[C@H](O)[C@H](O)[C@H]3O)[nH]c2c1	1	-1.4	0	/	2	i	-1	3	i	-6
Cc1n[nH]c(C)c1CCC(=O)N/N=C/c1c[nH]c2ccccc12	-4	-0.6	3	-1	5	i	-2	-3	i	1
COc1ccccc1NC(=O)NCCCl	2	-1.8	3	-4	4	i	2	1	i	-6
Cc1ccnc(SCC(=O)O)n1	4	0.4	-4	5	3	i	2	1	i	0
CCOCCCN(CCC#N)S(=O)(=O)c1ccc(S(=O)(=O)N2CCCC2)cc1	-3	0.9	-1	0	-8	i	-4	-2	i	0
O=C(CCS(=O)(=O)c1ccc(Br)cc1)NC1CCCC1	-2	0.1	5	75*	3	i	56*	-4	i	0
CCN(CC)CCNS(=O)(=O)c1ccc2[nH]cc(C(=O)O)c(=O)c2c1	-1	-4.3	2	33	-5	i	38	1	i	6
COc1ccc(S(=O)(=O)N2CCN(Cc3cccc(OC)c3)CC2)cc1	5	-0.8	1	6	-4	i	3	-3	i	-8
